Sm TGR inh: qHTS Assay for the Inhibitors of Schistosoma Mansoni Peroxiredoxins | Schistosoma mansoni thioredoxin glutathione reductase (TGR), Q962Y6 | purified TGR, DTNB reduction, TNB absorbance 405 nm | Potency, µM (titrated, usually from 114 µM), for inactives: at the top dose activity change, negative = inhibition, hits mostly inhibitors | 360,000 compounds, 3% hits | AID 485364, 2010; further: potency means the concentration at half of the fitted maximal effect; nearly all actives have a fitted effect of over 60% in size
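TGR 20 nM + NADPH 100 uM (dispensed conc.), cpd preinc 15 min RT; start with NADPH (500 uM addition) then DTNB (15 mM addition). Kinetic TNB absorbance, 405 nm filter. Four-parameter Hill fit across titration.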
AmpC no deterg: qHTS Inhibitors of AmpC Beta-Lactamase (assay without detergent) | P00811 | Potency, µM (series often up to 57.1 µM), for inactives: at the top dose activity change, negative = inhibition, hits mostly inhibitors | 330,000 compounds, 0.52% hits | AmpC nitrocefin hydrolysis, absorbance 480 nm, 0.0001% Triton;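 further: potency means the concentration at half of the fitted maximal effect; plate controls were no compound for no effect and no enzyme for full effect; nearly all actives have a fitted effect of over 20% in size; some results filed as inactive show a strong effect at the top dose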
Target sequence (P00811 whole entry, looked up): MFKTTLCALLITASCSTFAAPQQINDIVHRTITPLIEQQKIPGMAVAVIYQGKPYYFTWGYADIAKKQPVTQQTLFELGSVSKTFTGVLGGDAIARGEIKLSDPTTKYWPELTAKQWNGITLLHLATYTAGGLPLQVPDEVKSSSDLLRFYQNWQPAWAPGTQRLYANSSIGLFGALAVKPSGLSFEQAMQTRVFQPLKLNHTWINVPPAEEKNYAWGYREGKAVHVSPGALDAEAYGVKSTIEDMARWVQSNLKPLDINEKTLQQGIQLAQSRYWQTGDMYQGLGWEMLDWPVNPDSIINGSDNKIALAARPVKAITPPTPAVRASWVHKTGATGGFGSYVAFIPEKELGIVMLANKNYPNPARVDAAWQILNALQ
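20 mM phosphate pH 7.0 + 0.01% (detergent screen) or 0.0001% Triton X-100; 5.3 nM AmpC reagent; cpd preinc 15 min RT; nitrocefin (800 uM stock) to start; A480 q20 s × 4 min; Activity was normalised to no-enzyme and no-compound control wells.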
AmpC detergent: qHTS Inhibitors of AmpC Beta-Lactamase (assay with detergent) | P00811 | AmpC hydrolysis of nitrocefin, absorbance 480 nm, 0.01% Triton | Potency, µM (doses to about 114 µM), for the others: top-dose activity change, negative = inhibition, usual class: inhibitors | 370,000 compounds, 0.041% hits | AID 485294, 2010;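 further: potency means the concentration at half of the fitted maximal effect; 0% = no-compound wells and -100% = no-enzyme wells; nearly all actives have a fitted effect of over 25% in size; some results filed as inactive show a strong effect at the top dose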
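20 mM phosphate pH 7.0 + 0.01% (detergent screen) or 0.0001% Triton X-100; 5.3 nM AmpC reagent; cpd preinc 15 min RT; nitrocefin (800 uM stock) to start; A480 q20 s × 4 min; Activity was normalised to no-enzyme and no-compound control wells.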
LmPK inhibitor: qHTS Assay for Inhibitors of Leishmania Mexicana Pyruvate Kinase (LmPK); purified LmPK, Kinase-Glo ATP luminescence, 1 h; 290,000 compounds, 0.37% hits; Potency, µM (series often up to 57.5 µM), for the others: at the highest dose activity change, negative = inhibition, usual class: inhibitors; Q27686; further: potency means the concentration at half of the fitted maximal effect
Target sequence (Q27686 whole entry, looked up): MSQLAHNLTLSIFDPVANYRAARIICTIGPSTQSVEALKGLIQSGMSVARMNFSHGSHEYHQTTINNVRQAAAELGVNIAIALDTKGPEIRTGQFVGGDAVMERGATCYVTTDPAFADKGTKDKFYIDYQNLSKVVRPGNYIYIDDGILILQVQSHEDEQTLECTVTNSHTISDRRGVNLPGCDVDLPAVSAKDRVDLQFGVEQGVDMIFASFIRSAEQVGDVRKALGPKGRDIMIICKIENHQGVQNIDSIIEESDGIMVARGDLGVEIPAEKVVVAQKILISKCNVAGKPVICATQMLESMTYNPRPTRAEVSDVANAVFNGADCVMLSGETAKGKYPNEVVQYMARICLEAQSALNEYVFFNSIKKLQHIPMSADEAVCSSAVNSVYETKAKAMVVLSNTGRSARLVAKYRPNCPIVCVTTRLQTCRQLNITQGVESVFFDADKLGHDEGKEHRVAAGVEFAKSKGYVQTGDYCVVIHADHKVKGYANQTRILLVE
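Kinase-Glo luminescence read after 1 h RT reaction of 0.1 nM LmPK with 0.5 mM PEP and 0.1 mM ADP. Activity scaled between uninhibited and enzyme-free controls.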
AMA1 RON2 block: qHTS for Inhibitors of AMA1-RON; Towards Development of Antimalarial Drug Lead: Primary Screen; AlphaScreen AMA1-biotinylated RON2 peptide binding; Potency, µM (highest dose often 58.2 µM), for the others: top-dose activity change, negative = inhibition, hits mostly inhibitors; 360,000 compounds, 0.2% hits; AID 720542, 2013;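 further: potency means the concentration at half of the fitted maximal effect; 0% = vehicle wells and -100% = peptide control; nearly all actives have a fitted effect of over 45% in size; some results filed as inactive show a strong effect at the top dose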
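AMA1 (3D7) with his tag at 25 nM final met compounds first, then biotinylated RON2 peptide at 25 nM; detection used donor plus acceptor beads, 10 µg/mL apiece, read by AlphaScreen after 30 min at room temperature.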
Tb PYK inh: qHTS of Trypanosoma Brucei Inhibitors; TbPYK enzyme, Kinase-Glo Plus ATP luminescence, 45 min; Potency, µM (highest dose often 76.8 µM), without a hit: at the top dose activity, negative = inhibition, hits mostly inhibitors; 410,000 compounds, 0.12% hits; AID 624173, 2012; further: potency means the concentration at half of the fitted maximal effect; nearly all actives have a fitted effect of over 50% in size
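Quantitative HTS: titrated library compounds versus trypanosomal pyruvate kinase in TEA buffer (pH 7.2) containing KCl, MgCl2, BSA and Tween-20. Reactions were initiated with ADP, 130 uM final. Kinase-Glo Plus luminescence was read after 45 min at RT.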
HCMV antiviral: qHTS Assay for inhibitors of the human cytomegalovirus (HCMV); activity change, negative = inhibition, % at 57.5 µM; HFF cells, HCMV-luciferase reporter, 72 h; stronger effect = lower value; 410,000 compounds, 4.5% hits; in the data active means activity change below about -60%; inconclusive means no clear call, values can overlap the other calls; inactive means above about -39%
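Steps: HFFs plated, 16 h 37C; compounds added; HCMV-luciferase added to MOI 1 PFU/cell; 72 h 37C; OneGlo reagent, 5 min room temperature; luminescence read, normalized to controls.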
An asterisk follows results filed as active; ? = inconclusive; / = not tested or not shown; [ ] = dose if it differs, or a comment. Unless noted, the call rests on the fitted dose curve; in most records, active means well fitted curve in the direction sought with a large enough effect; inconclusive means small, poorly fitted or top-dose-only effect, or another doubt; inactive means no such curve, though single readings can be large; an effect the other way counts as inactive or inconclusive. Unless noted, on the % scale 0 is the no-effect control and ±100 the full control effect.

SMILES	Sm TGR inh	AmpC no deterg	AmpC detergent	LmPK inhibitor	AMA1 RON2 block	Tb PYK inh	HCMV antiviral
CN(C)C(CNC(=O)c1ccc(NC(=O)c2cccs2)cc1)c1ccccc1 (stereo not given)	0%	-20%	-5%	-3%	-3%	-1%	-1
COc1ccc(C(C(=O)NC2CCCC2)N(C(=O)c2snc(C(N)=O)c2N)c2cccc(O)c2)cc1 (stereo not given)	?	-12%	-3%	15%	-16%	-1%	/
CCCCNC(=O)c1cnn2c(C)c(Cc3c(F)cccc3Cl)c(C)nc12	-1%	/	8%	/	/	0%	7
Cc1cccc(NC(=O)C2CC(=O)n3cnnc3S2)c1 (stereo not given)	0.4µM*	-20%	2%	8%	8%	-13%	3
O=C(c1cnn(C(=O)c2ccc(O)cc2)c1)c1ccccc1O	-1%	0%	?	1%	/	/	-20
Cc1cccc(N(CC(=O)NCc2ccco2)C(=O)CNS(=O)(=O)c2ccc(F)cc2)c1	-21%	-1%	-9%	-1%	-1%	1%	2
OCCNCc1ccc(OC2CCCC2)cc1	0%	11%	6%	0%	0%	-3%	-6
O=S(=O)(c1cccs1)N1CCN(Cc2cccc(F)c2)CC1	-13%	-8%	-1%	2%	-3%	-1%	7
Nc1nc(SCC(=O)Nc2ccc([N+](=O)[O-])cc2Br)n[nH]1	-1%	-18%	-7%	2%	7%[11.6 µM]	-4%	10
O=CN(CCNc1ccccc1)c1ccccc1	/	/	/	/	-2%	0%	-10
C[C@H](CO)N1C[C@H](C)[C@@H](CN(C)Cc2ccc(Oc3ccccc3)cc2)Oc2ccc(NC(=O)Cn3cnnn3)cc2C1=O	/	225%[activator]	/	/	0%	-3%	3
CCOc1cc(C(=O)Nc2cc(C)ccc2OC)ccc1OCC(=O)N1CCCCC1	-8%	107%[activator]	-1%	3%	0%	6%	-21
CSCCC(NC(=O)c1ccccc1Cl)C(=O)N1CCCCC1 (stereo not given)	-8%	6%	-6%	/	9%	4%	0
COc1ccc2c(c1)CCc1cn3ncc(C#N)c3nc1-2	3%	-11%	7%	5%	15%	-1%	34
O=C1CS(=O)(=O)C2(C(=O)N(Cc3cccc(F)c3)c3ccccc32)N1c1ccccc1 (stereo not given)	1%	/	-3%	/	/	-1%	-13

Reprinted from the part before: 5 compounds; new compounds follow.
SMILES	Sm TGR inh	AmpC no deterg	AmpC detergent	LmPK inhibitor	AMA1 RON2 block	Tb PYK inh	HCMV antiviral
C[C@H](CO)N1C[C@H](C)[C@@H](CN(C)Cc2ccc(Oc3ccccc3)cc2)Oc2ccc(NC(=O)Cn3cnnn3)cc2C1=O	/	225%[activator]	/	/	0%	-3%	3
CCOc1cc(C(=O)Nc2cc(C)ccc2OC)ccc1OCC(=O)N1CCCCC1	-8%	107%[activator]	-1%	3%	0%	6%	-21
CSCCC(NC(=O)c1ccccc1Cl)C(=O)N1CCCCC1 (stereo not given)	-8%	6%	-6%	/	9%	4%	0
COc1ccc2c(c1)CCc1cn3ncc(C#N)c3nc1-2	3%	-11%	7%	5%	15%	-1%	34
O=C1CS(=O)(=O)C2(C(=O)N(Cc3cccc(F)c3)c3ccccc32)N1c1ccccc1 (stereo not given)	1%	/	-3%	/	/	-1%	-13
Cn1c(=O)c2c(nc(NC3CCCCC3)n2CC(O)COc2ccccc2)n(C)c1=O (stereo not given)	-27%	3%	-10%	3%	-10%	0%	12
COc1ccccc1N1C(=O)c2cccc3c(C(=O)O)ccc(c23)C1=O	7%	1%	2%	8%	1%	3%	13
CC(C)OC(=O)C1C(=O)NC2(C)CC1c1ccccc1O2 (stereo not given)	6%	-14%	1%	4%	9%	-12%	-18
CCOc1ccc(NC(=O)c2ncn(-c3ccccc3)n2)cc1	1%	/	10%	/	/	4%	41
C[C@@H]1C(=O)O[C@H]2[C@H]1CC[C@@]1(C)C(=O)C=C[C@@](C)(O)[C@H]21	-9%	-23%	-7%	2%	11%	2%	-35
Cc1ccc(-c2[nH]ncc2/C=N/n2c(COc3ccccc3)nc3ccccc3c2=O)cc1	-1%	-9%	-2%	-2%	27%	-6%	-78*
COc1ccc(S(=O)(=O)N2CCC(C(=O)NC3(C)CCS(=O)(=O)C3)CC2)cc1OC (stereo not given)	-2%	-3%	?	/	9%	-5%	29
CCc1ccc(OC)c(-c2csc(N)n2)c1	1%	-21%	2%	9%	-14%	-3%	-38
CS(=O)(=O)c1ccc(NC(=O)CN2C(=O)C3CCCCC3C2=O)cc1 (stereo not given)	-1%	-6%	-2%	-1%	-13%	-1%	-6
O=S1(=O)c2ccccc2OC(COCc2ccccc2)CN1Cc1ccccc1 (stereo not given)	/	-29%	/	/	5%	-4%	1
Cc1sc2nc(SCC(=O)NCCCO)n(-c3ccccc3)c(=O)c2c1C	12%	-5%	-13%	-5%	3%	4%	17
CCCCN(CC)C(=O)Cc1ccccc1OC	2%	0%	-3%	2%	0%	-3%	30
CC(=C/c1ccccc1)/C=N/n1c(C)n[nH]c1=S	2%	-16%	2%	3%	119%[activator]	2%	-9
COC(=O)C1C(=O)NCC1c1ccc(OC)cc1 (stereo not given)	5%	-15%	6%	9%	5%	-3%	19
CCOC(=O)CNC(=O)N1CCC(CCOc2ccccc2)(C(=O)OCC)CC1	0%	42%[activator]	-12%	3%	0%	14%	52
N#Cc1nc(-c2cccs2)oc1N1CCOCC1	4%	-7%	6%	6%	-3%	2%	-7
CCOc1ccc(-n2c(SCc3cc(=O)oc4cc(C)c(C(C)C)cc34)nnc2-c2cccnc2)cc1	-2%	161%[activator]	-13%	1%	3%	1%	-80*
COc1ccc(CNC(=O)CS(=O)Cc2nc(-c3cccc(C)c3)oc2C)cc1 (stereo not given)	-27%	/	-1%	/	/	0%	-8
COc1ccc(Cl)cc1-c1nc(SCC(=O)NC(C)C)n[nH]1	0%	-16%[11.4 µM]	-4%	0%	7%	3%	-6
COc1ccc(OCC(=O)NNC(=O)c2ccc3c(=O)n4c(nc3c2)CCC4)cc1	0%	-4%	0%	-7%	36%[activator]	3%	44
CCOCc1nnc(NC(=O)c2cc(Cl)ccc2OC)s1	-3%	73%[activator]	3%	4%	-9%	-7%	-30
CCOc1ccc(CNc2nc3nc(C)c(Cc4ccccc4)c(=O)n3[nH]2)cc1	2%	/	-4%	/	/	5%	4
CC(=O)N1CCN(c2csc3ccc(Cl)cc3c2=O)CC1	-11%	/	-5%	/	/	0%	18
O=C1C2CCCN2C(=S)N1C1CCCCC1 (stereo not given)	17%	-5%	?	-14%	-6%	-11%	26
CC(c1ccccc1)C(Cc1nc2ccccc2[nH]1)c1nc2ccccc2[nH]1 (stereo not given)	0%	-27%	-8%	8%	/	/	/
CC(C)Nc1c([N+](=O)[O-])c(=O)oc2ccccc12	-11%	-15%	?	-11%	1%	-2%	30
C/C(=N\NC(=O)C1CC1c1ccccc1)c1cccc([N+](=O)[O-])c1 (stereo not given)	0%	-28%	-5%	5%	5%	-3%	-28
O=C1OC(c2ccccc2)=C/C1=C/N1CCOCC1	40µM*	-9%	-11%	5%	-10%	-11%	36
Cc1cccnc1NC(=O)C(c1ccccc1)c1ccccc1	0%	20%	-3%	-1%	-11%	-15%	4
CC(=O)N1CCCc2cc(S(=O)(=O)N3CCCC(C(=O)Nc4cccc(C)c4)C3)ccc21 (stereo not given)	1%	80%[activator]	-3%	8%	5%	1%	0
COc1ccccc1NC(=O)c1ccc(C(=O)Nc2ccccc2OC)nc1	12%	-12%	7%	1%	16%	-1%	-6
C=CCn1c(=S)sc2c(=O)[nH]c(C)nc21	11%	-9%	7%	-1%	-2%	1%	-28
CC(C)(C)NC(=O)Cn1c(=O)n(CC(=O)NC(C)(C)C)c2ccccc21	8%[57.1 µM]	-2%	-8%	-10%	-1%	3%	5
O=C(CSc1nc(=O)[nH]c2c1CCCC2)Nc1cc(C(F)(F)F)cc(C(F)(F)F)c1	-11%	-25%	-14%	/	-6%	9%	-24
O=C(CCNS(=O)(=O)c1cccs1)N1CCCCCC1	20%	94%	-1%	1%	23%	-13%	50
O=C(O)CNCC1COc2ccccc2O1 (stereo not given)	-5%	-13%	-14%	2%	34%[activator]	4%	9
COc1cc2[nH]c(C(=O)NCc3ccccc3)cc2c(OC)c1OC	-15%	-10%	-13%	2%	-8%	-1%	132
CCN(CC(=O)NCc1ccc(Cl)cc1)C(=O)CSc1ccccc1	4%	-7%	?	/	7%	0%	1
COc1ccc(NC(=O)COc2ccc(C)cc2)c([N+](=O)[O-])c1	-3%	-4%	-1%	4%	3%	0%	?
CCOc1ccc(S(=O)(=O)NCC(c2cccs2)S(=O)(=O)c2ccc(C)cc2)cc1 (stereo not given)	0.32µM*	/	-2%	/	/	2%	-37
O=C(NCCN1CCOCC1)c1cccc(S(=O)(=O)N2CCCCC2)c1	/	/	/	/	4%	0%	-5
CC(=O)c1ccc(NC(=O)c2cc(C)nn2-c2ccccc2)cc1	0%	/	-6%	/	/	4%	14
CN1CCN(c2ccc(CNC(=O)c3cc4ccccc4o3)cc2)CC1	3%	-4%	4%	-19%	5%	-20%	63
CSc1ncccc1C(=O)Nc1ccncc1	-3%	5%	-2%	-6%	-2%	-3%	-4
C[C@@H]1CN([C@@H](C)CO)C(=O)c2cc(Br)cnc2O[C@H]1CN(C)S(=O)(=O)c1cccs1	/	/	/	/	2%	6%	-12
COc1ccc(CCNC(=O)C2(C)CCC(=O)N2Cc2ccc(C)cc2)cc1OC (stereo not given)	7%	25%	-3%	2%	-6%	-2%	-5
COCCNC(=O)N1[C@H]2CC[C@@H]1C(C(=O)OC)=C(c1ccc(OC)c(OC)c1)C2	-3%	-1%	-1%	/	-10%	-3%	-8
CC1CC(C)CN(C(=O)COC(=O)c2ccc3ccccc3n2)C1 (stereo not given)	-8%	20%	-6%	/	23%	1%	4
Cc1cc(C)n(-c2nc3ccccc3nc2Nc2ccc3c(c2)OCO3)n1	4%	-11%	-3%	4%	-2%	0%	0
